Screening data (PubChem BioAssay)
Mot1-301 SUMO: SUMOylation pathway inhibition by Mot1-301 growth rescue | S. cerevisiae Mot1-301 growth rescue, ATP luminescence, 38.5C; percent above DMSO median, 100 means doubled | 320,000 compounds, 1% hits | growth rescue, % at 18.8 µM;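 active means every valid replicate shows activation above 250% relative to neutral control wells; inactive means the rest, any valid replicate at or below 250%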;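 further: OY570 slx delta 5 strain wells were the positive control but not used for scaling; some compounds called inactive have numbers as strong as hits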
E coli growth: counter-screen for AddAB inhibitors: E. coli growth inhibition; E. coli V3065 growth, OD600 absorbance, 18 h; inhibition, % at 11.9 µM; 330,000 compounds, 0.27% hits; AID 449728;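 active means inhibition above the campaign's mean inhibition across all tested compounds plus 3 SD, cut at about 9.9% in these data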;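 further: uninfected addAB+ strain grown without phage in ampicillin broth; 0% = DMSO wells and 100% = ciprofloxacin 0.95 µg/ml wells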
MOR-DOR inv ag: inverse agonist of human OPRM1-OPRD1 heterodimerization; P35372+P41143; cell-based MOR-DOR heterodimer luminescence, inverse agonism; inhibition, % at 9.3 µM; 340,000 compounds, 0.21% hits; AID 504357; in the data active means inhibition above about 22%, passing the limit was not always enough;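 further: 0% = cells with DMSO and 100% = wells without cells with DMSO; values of inactives mirror those of a sister screen read the other way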
Target sequence (P35372 whole entry, looked up): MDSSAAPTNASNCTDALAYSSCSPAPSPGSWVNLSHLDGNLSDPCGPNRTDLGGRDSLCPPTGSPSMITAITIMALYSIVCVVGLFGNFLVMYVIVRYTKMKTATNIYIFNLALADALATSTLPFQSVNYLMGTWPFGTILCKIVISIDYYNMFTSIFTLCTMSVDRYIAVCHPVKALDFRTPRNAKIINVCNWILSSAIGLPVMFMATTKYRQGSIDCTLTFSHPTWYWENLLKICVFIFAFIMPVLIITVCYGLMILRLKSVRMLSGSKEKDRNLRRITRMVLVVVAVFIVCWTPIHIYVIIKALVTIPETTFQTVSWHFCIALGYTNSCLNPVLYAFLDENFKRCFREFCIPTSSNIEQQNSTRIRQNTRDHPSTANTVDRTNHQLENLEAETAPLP
Target sequence (P41143 whole entry, looked up): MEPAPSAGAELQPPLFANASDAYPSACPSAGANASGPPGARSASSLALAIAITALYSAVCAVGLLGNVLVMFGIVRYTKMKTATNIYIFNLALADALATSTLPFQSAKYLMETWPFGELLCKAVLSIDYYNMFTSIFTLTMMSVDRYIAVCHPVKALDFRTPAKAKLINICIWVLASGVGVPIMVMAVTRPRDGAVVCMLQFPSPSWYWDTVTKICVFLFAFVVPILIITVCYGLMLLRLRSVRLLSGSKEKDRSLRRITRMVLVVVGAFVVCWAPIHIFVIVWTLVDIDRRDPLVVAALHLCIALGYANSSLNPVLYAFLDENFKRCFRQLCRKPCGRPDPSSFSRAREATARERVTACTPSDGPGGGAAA
OPRM1-OPRD1 ag: agonists of human mu-delta opioid receptor heterodimerization | P35372+P41143 | 340,000 compounds, 0.3% hits | activation, % at 9.3 µM | cells, OPRM1-OPRD1 heterodimerization, luminescence; in the data active means activation above about 18%;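 further: 0% = vehicle-treated cells and 100% = reference agonist; values of inactives mirror those of a sister screen read the other way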
PfHsp90 set2: inhibits growth of yeast expressing Plasmodium falciparum Hsp90. S. cerevisiae expressing PfHsp90, BacTiter-Glo ATP, 48 h; yeast lacking PDR1 and PDR3 efflux regulators. inhibition, % at 9.4 µM. 310,000 compounds, 0.32% hits. AID 504621;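 active means every replicate shows inhibition above about 80%, whatever the replicate mean, limit read from the data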;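 further: 0% = DMSO neutral controls and 100% = 20 µM radicicol positive controls; yeast relying on Plasmodium falciparum Hsp90 in place of its own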
Tat transport: E. coli Tat transport inhibition | E. coli MC4100 TorA-mCherry Tat export, fluorescence | inhibition, % at 10 µM | 340,000 compounds, 0.036% hits | AID 488895;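 active means mean replicate inhibition at least 50% and at least half of replicates individually reaching 50%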;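 further: exported cargo escapes ClpAP degradation while cytoplasmic cargo is degraded and loses fluorescence; 0% = median of neutral control wells and 100% = median of NaSCN control wells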
PKA-R1A activ: activates the PKA-R1A holoenzyme complex; P00514+P68181; activation, % at 11.4 µM; PKA-R1A dissociation, Cy5-IP20 fluorescence polarization; scaled: DMSO 0%, 113 µM cGMP 100%; 340,000 compounds, 0.083% hits;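 active means percent activation above the mean of all tested compounds plus 3 SD, cut at about 19% in these data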;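 further: higher means more PKAc released from R1A so a rise in polarization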
Arr AP2 block: blocks beta-arrestin peptide binding to AP2 adaptin; FITC-arrestin peptide / GST-AP2 beads, flow cytometry; AP2 beta2 appendage carries R879A mutation; inhibition, % at 10 µM; 340,000 compounds, 0.31% hits;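 active means inhibition above a set limit, near 3 SD of compounds lacking own fluorescence, cut at about 54% in these data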;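 further: plate controls were DMSO wells for no effect and 5 µM unlabelled arrestin peptide for full effect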
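System: GST-AP2 R879A bound to glutathione beads, E. coli-expressed. Also added: 50 nM FITC-arrestin peptide. Schedule: compound with beads 12 min RT, then probe 1 h RT. Signal: bead flow cytometry, FITC channel. Read-out basis: percent response.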
AddAB inh: less growth of phage-infected E. coli with AddAB; E. coli expressing H. pylori AddAB, absorbance growth; inhibition, % at 11.9 µM; 330,000 compounds, 0.29% hits; in the data active means inhibition above about 12%;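 further: 0% = vehicle wells of infected cells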
phage Ecoli inh: E. coli growth loss with phage present; growth absorbance; inhibition, % at 11.9 µM; 360,000 compounds, 0.26% hits; AID 651602; in the data active means inhibition above about 11%
DSG3 Ab inh: human desmoglein-3 autoantibody binding inhibition | P32926 | DSG3-coupled beads, scFv-anti-DSG3-GFP binding, flow cytometry; stronger effect = lower value | 310,000 compounds, 0.48% hits | binding (percent of control), % at 10 µM;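 active means binding more than 3 SD below its plate's average and above zero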;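 further: hits lower antibody fragment binding to DSG3; some compounds called inactive have numbers as strong as hits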
Numbers without * were called inactive; x = no result given.

Each structure is followed by: Mot1-301 SUMO | E coli growth | MOR-DOR inv ag | OPRM1-OPRD1 ag | PfHsp90 set2 | Tat transport | PKA-R1A activ | Arr AP2 block | AddAB inh | phage Ecoli inh | DSG3 Ab inh
- O=C1CCC([N+](=O)[O-])C(c2ccc(C(F)(F)F)cc2)N1 (centres undefined)
 : -19 | 0.7 | 11 | -2.3 | -2 | 0 | 3 | -20 | 8.8 | 4.6 | x
- O=C(NCc1nc2ccccc2[nH]1)C1CCCCC1
 : -9 | -0.5 | 12 | -2.3 | 15 | 16 | 3 | -25 | -1.0 | 2.1 | 105
- O=C(CCc1nc2ccccc2c(=O)[nH]1)Nc1cc(Cl)ccc1N1CCCCC1
 : -13 | -0.2 | -24 | 5.7 | -6 | -6 | -12 | -9 | 1.5 | 1.7 | 102
- COCCN(Cc1ccccc1)C(=O)C1CCN(C(=O)Nc2ccccc2)CC1
 : 4 | -0.5 | -3 | 0.9 | -3 | -3 | -1 | 4 | 0.7 | 5.6 | 98
- CCOC(=O)C(NC(=O)CC)(N1CCc2ccccc2C1)C(F)(F)F (centres undefined)
 : 18 | -1.0 | 9 | -1.6 | 8 | -7 | -10 | -9 | 0.6 | -0.9 | 99
- O=C(CCc1c[nH]c2ccccc12)NCc1ccc2c(c1)OCO2
 : 4 | -2.8 | 11 | -2.2 | x | -9 | -7 | -6 | 3.2 | 3.2 | 105
- CSc1ccc(C(=O)Nc2cc(S(=O)(=O)N3CCOCC3)ccc2N2CCOCC2)cc1[N+](=O)[O-]
 : x | x | 8 | -2.0 | x | -2 | 7 | 36 | x | -1.0 | 97
- Nc1cc(C(F)(F)F)ccc1Nc1ccccc1
 : 2 | -0.9 | 8 | -1.7 | 20 | 4 | 3 | 34 | 0.3 | 2.3 | 93
- O=C(COC(=O)CSc1ccc(Cl)cc1)Nc1ccccc1
 : 6 | -0.2 | -23 | 5.6 | 6 | -4 | -9 | 2 | 1.8 | -1.1 | 110
- CC1=[N+](C)N(c2ccccc2)C(=O)C1N=Cc1c(Cl)cccc1Cl (centres undefined)
 : 8 | -0.8 | 4 | -0.6 | 4 | -4 | -2 | 10 | 2.6 | 1.0 | 100
- COc1ccc(C(=O)OCC(=O)c2ccc(Cl)s2)c(OC)c1OC
 : 4 | -0.5 | 4 | -0.7 | 17 | 7 | -6 | -1 | 2.7 | -3.3 | 99
- CCOC(=O)c1sc(NC(=O)C2CC2)nc1C
 : 11 | -0.8 | 5 | -0.8 | -14 | 7 | -1 | 7 | -0.7 | 4.2 | 101
- COc1ccccc1C(=O)Nc1c(C)n(C)n(-c2ccccc2)c1=O
 : 87 | -1.7 | 3 | -0.6 | x | -2 | -3 | 10 | -0.5 | 1.6 | 108
- COC(=O)C1=C(N)Oc2cc(C)[nH]c(=O)c2C1c1cccnc1 (centres undefined)
 : -1 | 2.2 | 11 | -1.9 | 0 | 3 | 5 | 10 | -1.0 | -2.1 | 113
- CCCCC1CC(=O)NC1(C(=O)OCC)C(=O)OCC (centres undefined)
 : x | x | 10 | -2.1 | x | -5 | 6 | -3 | x | 3.0 | 100
- O=C(O)CN1C(=O)/C(=C/C=C/c2ccccc2)SC1=S
 : 7 | -0.6 | -4 | 0.6 | -10 | -6 | -2 | 1 | 1.3 | 2.4 | 106
- Cn1c(SCC(=O)Nc2ccccc2F)nnc1-c1cc2ccccc2o1
 : -1 | 1.3 | 7 | -1.4 | 0 | -6 | -3 | 9 | 3.7 | 1.2 | 96
- CN(C)c1cc(=O)n2c(n1)SCCC2
 : 732 | 0.8 | 13 | -3.1 | -10 | -5 | 4 | -1 | 2.5 | 1.8 | 115
- O=C(C1CCC1)N1CCN(c2ccc(C(F)(F)F)cc2[N+](=O)[O-])CC1
 : -17 | x | 3 | -0.5 | -3 | 8 | -12 | -14 | x | 2.9 | x
- COc1ccc(CN2CCc3ccc(NC(=O)c4ccncc4)cc3C2)c(F)c1
 : 4 | -2.9 | -3 | 0.5 | 3 | 1 | 8 | 4 | -0.7 | -0.6 | x

Each structure is followed by: Mot1-301 SUMO | E coli growth | MOR-DOR inv ag | OPRM1-OPRD1 ag | PfHsp90 set2 | Tat transport | PKA-R1A activ | Arr AP2 block | AddAB inh | phage Ecoli inh | DSG3 Ab inh
- CC(CCc1ccccc1)NC(=O)C1CCN(c2nnc(-n3cccc3)s2)CC1 (centres undefined)
 : 18 | 1.0 | 2 | -0.5 | 14 | -6 | -3 | -2 | -0.6 | 2.2 | 104
- COc1ccccc1NC(=O)C1CCCN(c2cc(C)nc3ncnn23)C1 (centres undefined)
 : 11 | 1.4 | 8 | -1.4 | -43 | -9 | -1 | 7 | -2.5 | 0.0 | 107
- CC(C)NC(=O)c1onc(CSc2ccc(F)cc2)c1C(=O)O
 : 0 | -0.7 | 7 | -1.2 | 14 | 2 | 8 | 0 | 0.5 | 1.1 | 98
- CC12CCC(=O)N1C(C(=O)Nc1nc(-c3ccc(F)cc3)cs1)CS2 (centres undefined)
 : -21 | -0.3 | -8 | 1.2 | -23 | 0 | -8 | 24 | -1.7 | 1.3 | 100
- CCCC/C=C/C(NC(=O)c1ccc(-c2ccccc2)cc1)c1ccccc1 (centres undefined)
 : 122 | -0.9 | -6 | 1.1 | -14 | -14 | 6 | 10 | 1.9 | 1.8 | 106
- CCNC(=S)N(CCc1ccccc1C)Cc1cc2cc(OC)c(OC)cc2[nH]c1=O
 : -12 | -1.5 | 14 | -2.9 | -44 | 2 | -13 | -6 | 2.2 | 2.5 | x
- O=C(CN1CCSc2ccccc21)NCCCc1ccccc1
 : 5 | -0.8 | 6 | -1.4 | -26 | -3 | -4 | 21 | 1.4 | 0.5 | 90
- CC(=O)N1CCCN(Cc2cn(-c3cccc(C)c3)nc2-c2cccc(F)c2)CC1
 : 5 | -0.7 | 9 | -1.7 | 18 | 3 | -26 | 33 | 3.4 | -1.8 | 87
- CSc1cccc(NC(=S)N(Cc2ccccc2)Cc2ccccn2)c1
 : 19 | 2.5 | -8 | 1.7 | 3 | -1 | 5 | -17 | -0.2 | -0.5 | 108
- CC1(C(=O)N2CCN(c3ccccc3)CC2)CC1(Cl)Cl (centres undefined)
 : -23 | 0.3 | 4 | -0.9 | x | -4 | -15 | -22 | 0.0 | 0.0 | 113
- COc1ccccc1NS(=O)(=O)c1cc(Cl)ccc1OC
 : 442* | 1.3 | -3 | 0.5 | 9 | 1 | 9 | 22 | 0.4 | -1.1 | 96
- Cc1c(C(=O)Oc2cccc3cccnc23)cccc1[N+](=O)[O-]
 : 2 | 0.8 | -2 | 0.4 | -1 | -5 | -13 | 18 | 3.1 | 3.0 | 99
- CCOC(=O)N1CCN(C(=O)C2CCN(S(=O)(=O)c3ccc(Br)s3)CC2)CC1
 : 6 | 0.9 | -6 | 1.5 | 7 | 0 | 9 | 4 | 1.1 | 2.7 | 100
- CCN(C(=O)CCN1C(=O)c2ccccc2S1(=O)=O)c1ccccc1
 : 3 | -1.8 | 5 | -0.9 | -4 | 1 | -5 | 13 | 1.1 | 0.0 | 108
- CCOC(=O)CSc1nn(C)c(=S)s1
 : 5 | 0.9 | 19 | -3.8 | 8 | -4 | 1 | -4 | 0.8 | 0.6 | 105
- CC(C)OC(=O)C1C(=O)CC(C)(O)C(C(=O)OC(C)C)C1c1ccc([N+](=O)[O-])cc1 (centres undefined)
 : -9 | 0.2 | -6 | 1.2 | x | -3 | 9 | -3 | 2.5 | 1.4 | 129
- O=C(CCC(=O)Nc1ccccc1Cl)NNC(=O)c1ccco1
 : 28 | 0.3 | 4 | -0.9 | -3 | -1 | -6 | 2 | 3.0 | 4.3 | 102
- O=C(Nc1cccc(F)c1)Nc1ccc2c(c1)OCO2
 : 3 | x | 16 | -2.8 | 10 | -1 | -2 | 24 | x | 2.4 | 120
- COc1cc(C)nc(N2CCC(C(=O)NC3CCCCC3)CC2)n1
 : -1 | -1.0 | -10 | 1.6 | 15 | -1 | 8 | -3 | 0.4 | 1.2 | 109
- O=Nc1c(-c2c(O)[nH]c3cc(Br)ccc23)[nH]c2ccccc12
 : 72 | -1.8 | -6 | 1.2 | 5 | -2 | -13 | 9 | -2.7 | 3.2 | x

Each structure is followed by: Mot1-301 SUMO | E coli growth | MOR-DOR inv ag | OPRM1-OPRD1 ag | PfHsp90 set2 | Tat transport | PKA-R1A activ | Arr AP2 block | AddAB inh | phage Ecoli inh | DSG3 Ab inh
- COC(=O)c1ccc(=O)n(Cc2ccc3c(c2)OCO3)c1
 : -12 | 1.8 | 2 | -0.4 | -13 | -9 | -13 | 9 | 4.5 | -0.3 | 101
- O=C(Nc1cnc2ccccc2c1)N1CCOCC1
 : -12 | 2.5 | -6 | 1.2 | -6 | 2 | -2 | 9 | 1.6 | -0.4 | 88
- COc1ccc2[nH]c(C)c(CCNC(=S)Nc3ccc(C)cc3)c2c1
 : 5 | 0.7 | 1 | -0.2 | 12 | 1 | -3 | 1 | 0.2 | 3.1 | 110
- Cc1c(C(=O)Nc2ccc(C(=O)Nc3ccccc3)cc2)cccc1[N+](=O)[O-]
 : -4 | -2.3 | 17 | -3.3 | -16 | 8 | -2 | 9 | 1.4 | -0.2 | 100
- Cc1sc2nc(C(C)Nc3ccccc3N3CCOCC3)[nH]c(=O)c2c1C (centres undefined)
 : 133 | 0.1 | -2 | 0.3 | -40 | -1 | -1 | -4 | 2.5 | 3.7 | x
- COc1cccc(C2=NOC(C(=O)Nc3ccc(OC)c(OC)c3)C2)c1 (centres undefined)
 : -4 | 3.7 | 4 | -0.8 | 10 | -4 | 2 | -3 | 3.6 | 2.9 | 100
- COn1c(SCc2cccnc2)nc2ccccc2c1=O
 : 0 | -0.1 | 3 | -0.5 | -35 | 3 | 4 | 6 | 1.6 | 1.2 | 106
- CS(=O)(=O)c1cccc(S(=O)(=O)N2CCN(c3ccccn3)CC2)c1
 : -6 | x | 17 | -3.5 | 9 | -2 | -10 | -1 | x | 0.7 | 106
- CCOc1ccc(S(=O)(=O)Nc2ccncc2)c(C)c1C
 : -2 | -3.7 | 17 | -3.5 | 23 | -1 | 3 | 5 | -0.2 | 3.6 | 108
- Cc1cccc(-c2cc(C(=O)N3CCCc4ccccc43)c3ccccc3n2)c1
 : -5 | 1.1 | -6 | 1.2 | -10 | 4 | 8 | -8 | 1.8 | 4.5 | 113
- c1ccc(COc2ccc(Nc3ncnc4nc[nH]c34)cc2)cc1
 : -13 | 0.3 | -3 | 0.5 | -3 | 4 | -2 | -1 | 0.6 | 5.5 | 108
- Cc1ccsc1/C=N/n1c(-c2cc(-c3ccccc3)n[nH]2)n[nH]c1=S
 : -4 | 0.2 | -27 | 5.4 | -22 | -1 | -13 | -20 | 1.9 | 2.9 | x
- CCOC(=O)c1cnc2ccccc2c1NCc1ccco1
 : -2 | -0.2 | 5 | -0.9 | -15 | -4 | 5 | 3 | 6.3 | 1.9 | 101

Random draw from the library; overall some 2.8% were active at least once.
